Screens (PubChem)
RORg inh = qHTS for inhibitors of ROR gamma transcriptional activity; Nuclear receptor ROR-gamma (Mus musculus), P51450; Drosophila S2 Gal4-RORgamma UAS-luciferase reporter, 20 h; Potency, µM (series often up to 53.6 µM), for the others: at the top dose activity change, negative = inhibition, hits mostly inhibitors; actives 5.4% (n = 310,000); AID 2551, 2010; also: % is scaled to controls: 0 for no effect and ±100 for the full control effect; nearly all actives have a fitted effect of over 60% in size
Target sequence (P51450 whole entry, looked up, the tested form may be a part): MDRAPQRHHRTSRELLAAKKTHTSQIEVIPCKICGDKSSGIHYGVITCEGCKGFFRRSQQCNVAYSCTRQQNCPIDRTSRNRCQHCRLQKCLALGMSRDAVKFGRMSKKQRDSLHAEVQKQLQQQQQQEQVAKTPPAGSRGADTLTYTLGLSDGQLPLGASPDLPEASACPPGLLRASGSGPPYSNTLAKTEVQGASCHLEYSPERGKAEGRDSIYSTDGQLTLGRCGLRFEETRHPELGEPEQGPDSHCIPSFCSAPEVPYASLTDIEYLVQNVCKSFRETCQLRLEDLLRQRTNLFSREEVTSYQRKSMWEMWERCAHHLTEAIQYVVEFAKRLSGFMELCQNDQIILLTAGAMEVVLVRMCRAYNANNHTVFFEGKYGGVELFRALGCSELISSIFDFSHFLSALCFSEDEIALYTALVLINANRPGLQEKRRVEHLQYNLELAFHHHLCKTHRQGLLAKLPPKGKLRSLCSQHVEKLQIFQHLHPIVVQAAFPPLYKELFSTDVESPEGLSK
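Stably transfected Drosophila Schneider cells are the test system, with ROR gamma fused to Gal4 and luciferase under UAS control; luminescence is read after 20 hr of 700 uM copper sulfate induction at ambient temperature.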
BRCA1 expr up = qHTS Assay to Identify Small Molecule Activators of BRCA1 Expression; actives 1.1% (n = 380,000); Potency, µM (series often up to 46.1 µM), inactives show top-dose activation, usual class: activators; MCF7-BRCA1-FFLuc reporter, luminescence, 48 h; response scale: scaled: vehicle 0%, 10 µM genistein 100%; also: nearly all actives have a fitted effect of over 80% in size; some results filed as inactive show a strong effect at the top dose
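MCF7-BRCA1-FFLuc, 2000 cells/well; 2 h attach, 37 °C/5% CO2; compound 48 h; luciferase substrate 15 min; luminescence end-point. Norm. to genistein 10 microM max activation and DMSO; concentration-response curves fitted.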
p53 reactivator = qHTS assay for re-activators of p53 using a Luc reporter. Potency, µM (highest dose often 92.2 µM), inactives show at the top dose activity change, positive = activation, hits mostly activators. H1299 p53-A138V BP100-luciferase reporter, luminescence, 24 h. actives 0.063% (n = 320,000); also: % of control where 0% means no effect; nearly all actives have a fitted effect of over 45% in size
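p53-null H1299 cells stably carrying temperature-sensitive p53-A138V and a BP100-luciferase reporter were pinned with compounds (4-point, 1:5 series) and held 24 hrs at 37 deg C. Luminescence was read 10 min after detection reagent.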
ELG1 genotoxic = qHTS screen for small molecules that induce genotoxicity in human embryonic kidney (HEK293T) cells expressing luciferase-tagged ELG1. HEK293T ELG1-luciferase reporter, luminescence, 16 h. Potency, µM (series often up to 46 µM), for inactives: at the top dose activity change, positive = activation, actives largely listed as activators. actives 1.3% (n = 330,000); also: % of control where 0% means no effect; nearly all actives have a fitted effect of over 60% in size
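16 hr compound incubation (37 °C, 5% CO2) of HEK293T cells carrying luciferase-tagged ELG1; luciferase then measured by ONE-Glo luminescence after 30 min at RT.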
Gal4-VP16 FLuc = VP16 counterscreen qHTS for inhibitors of ROR gamma transcriptional activity. actives 3.5% (n = 310,000). Drosophila S2 Gal4-VP16 UAS-luciferase, luminescence, 20 h. AID 2546, 2010. Potency, µM (top dose mostly 53.6 µM), inactives show at the highest dose activity, negative = inhibition, usual class: inhibitors;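 also: Gal4-VP16 expression switched on by copper sulfate through the metallothionein promoter; % is scaled to controls: 0 for no effect and ±100 for the full control effect; nearly all actives have a fitted effect of over 50% in size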
uPA generation = qHTS for Inhibitors of Cell Surface uPA Generation; Potency, µM (doses to about 38.3 µM), inactives show top-dose activity change, negative = inhibition, usual class: inhibitors; actives 0.31% (n = 330,000); AID 540303, 2011; cell surface uPA generation assay, qHTS; active = well fitted inhibition curve with a large enough effect; inconclusive = small, poorly fitted or top-dose-only effect; inactive = no such curve, though single readings can be large or run the other way; tested in mouse RAW 264.7 cells; also: % is scaled to controls: 0 for no effect and ±100 for the full control effect; nearly all actives have a fitted effect of over 55% in size
FLuc counter = qHTS profiling assay for firefly luciferase inhibitor/activator using purifed enzyme and Km concentrations of substrates (counterscreen for miR-21 project); purified FLuc, Km substrates, luminescence inhibition; AID 588342, 2011; Potency, µM (titrated, usually from 57.5 µM), for inactives: at the highest dose activity change, negative = inhibition, usual class: inhibitors; actives 6.9% (n = 360,000);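 also: plate controls were vehicle for no effect and reference inhibitor for full effect; nearly all actives have a fitted effect of over 55% in size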
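Purified P. pyralis luciferase, 10 nM final, with Km-level 10 uM D-luciferin and 10 uM ATP in 50 mM Tris acetate pH 7.5, 10 mM Mg acetate, 0.01% Tween-20, 0.05% BSA; 6-point qHTS titration about 60 µM downward; luminescence read.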
MLL CXXC-DNA inh = qHTS Fluorescence Polarization Assay for Inhibitors of MLL CXXC domain - DNA interaction. Histone-lysine N-methyltransferase 2A (Homo sapiens), Q03164. MLL-CXXC / FITC-HOXA9 DNA fluorescence polarization. Potency, µM (titrated, usually from 115 µM), for the others: at the top dose activity change, negative = inhibition, actives largely listed as inhibitors. actives 0.037% (n = 290,000). AID 2662, 2010; active = well fitted inhibition curve with a large enough effect in the polarisation, with a control signal flat, not every such curve was filed as active; inconclusive = small, poorly fitted or top-dose-only effect, or effect the other way, or a change in a side signal; inactive = no such curve, though single readings can be large or run the other way; the % refers to the polarisation
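Purified MLL-CXXC (added from a 7 uM solution) was preincubated 5 min at ambient with pinned compounds in 50 mM Tris-HCl pH 7.5, 50 mM NaCl, 1 mM DTT, 0.05% BSA. Fluorescein-labeled HOX-A9 DNA (50 nM solution) followed, 30 min, then polarization read.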
NPC1 prom act = qHTS Assay for NPC1 Promoter Activators; actives 2.4% (n = 320,000); Potency, µM (doses to about 9.22 µM), without a hit: top-dose activation, actives largely listed as activators; Huh7 NPC1 promoter luciferase reporter, 24 h; AID 485313, 2010;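 also: % of control where 0% means no effect; nearly all actives have a fitted effect of over 60% in size; reporter is driven by a mutant NPC1 promoter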
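Stably transfected Huh7 (NPC1 promoter→luciferase), 1500 cells/well in Opti-MEM + 10% FBS, 2 h settle, then compound 24 h at 37 °C. Luminescence after 10 min with Amplite reagent.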
Rab9 prom act = qHTS Assay for Rab9 Promoter Activators; Huh7 Rab9 promoter-luciferase reporter, luminescence, 24 h; Potency, µM (titrated, usually from 9.22 µM), for the others: at the top dose activation, negative = inhibition, hits mostly activators; actives 2.8% (n = 320,000); AID 485297, 2010; also: % of control where 0% means no effect; nearly all actives have a fitted effect of over 60% in size
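Stable Rab9-luc Huh7, 1500 cells/well, 2 h settle; cmpd in DMSO, 24 h, 37 °C/5% CO2; luciferase reagent 10 min RT; luminescence.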
MBNL1-CUG inh = qHTS Assay for Inhibitors of MBNL1-poly(CUG) RNA binding; Muscleblind-like protein 1 (Homo sapiens), Q9NR56; TR-FRET MBNL1-His/biotin-(CUG)12 binding, 665/545 ratio; Potency, µM (top dose mostly 57.5 µM), inactives show at the highest dose activity change, negative = inhibition, actives largely listed as inhibitors; actives 0.036% (n = 280,000); active = well fitted inhibition curve with a large enough effect in the signal ratio, with a control signal flat, not every such curve was filed as active; inconclusive = small, poorly fitted or top-dose-only effect, or effect the other way, or a change in a side signal; inactive = no such curve, though single readings can be large or run the other way; the % refers to the signal ratio; also: % is scaled to controls: 0 for no effect and ±100 for the full control effect
Target sequence (Q9NR56 whole entry, looked up): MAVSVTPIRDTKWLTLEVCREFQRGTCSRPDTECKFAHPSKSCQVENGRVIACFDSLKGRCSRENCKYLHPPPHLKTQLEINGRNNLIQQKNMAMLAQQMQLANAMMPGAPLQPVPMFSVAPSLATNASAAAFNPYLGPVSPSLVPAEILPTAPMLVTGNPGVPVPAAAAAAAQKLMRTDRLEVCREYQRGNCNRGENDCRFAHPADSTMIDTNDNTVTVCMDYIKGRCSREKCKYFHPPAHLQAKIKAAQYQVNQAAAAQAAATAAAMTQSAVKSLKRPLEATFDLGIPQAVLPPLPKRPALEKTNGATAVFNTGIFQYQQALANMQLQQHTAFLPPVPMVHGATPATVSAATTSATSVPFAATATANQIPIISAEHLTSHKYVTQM
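Ratiometric TR-FRET (665 over 545 nm, excitation 340 nm) tracks disruption of MBNL1-His/biotin-(CUG)12 complex after 60 min at room temperature, with compounds at 92 nM to 58 uM final.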
* marks the source's active call; other numbers are inactive results; ? = inconclusive; . = not tested or not shown; & = joins results of further samples; [ ] = dose if it differs, or a comment. Unless noted, calls follow the shape of the dose curve; as a rule, active = well fitted curve in the direction sought with a large enough effect; inconclusive = small, poorly fitted or top-dose-only effect, or another doubt; inactive = no such curve, though single readings can be large; an effect the other way counts as inactive or inconclusive. Potency is read from the fitted curve at half-maximal effect.

Fields: RORg inh | BRCA1 expr up | p53 reactivator | ELG1 genotoxic | Gal4-VP16 FLuc | uPA generation | FLuc counter | MLL CXXC-DNA inh | NPC1 prom act | Rab9 prom act | MBNL1-CUG inh
CN1CC[C@]23c4ccccc4N[C@H]1[C@]21CCN(C)[C@H]3Nc2ccccc21
→ . | 0% | 1% | -9% | . | 31%[activator] | 0% | . | 0% | -3% | .
O=C(NNC(=O)C1CC1c1ccccc1)Nc1ccccc1 (configuration not stated)
→ 1% | 20% | -3% | 2% | -3% | 4% | -1% | -1% | -3% | -6% | ?
O=C(NCc1ccccn1)c1ccc(Cn2c(=S)[nH]c3ccccc3c2=O)cc1
→ ? | -17% | 0% | -7% | -12% | -5% | -10% | 11% | -2% | -4% | 1%
COc1ccc(SC[C@H](C)CN2CC[C@H](C(C)(C)C)CCC2=O)cc1
→ . | -66% | -3% | -8% | . | -4% | -3% | . | -10% | -3% | .
N#CCSCC(=O)Nc1ccccc1
→ ? | 20% | 11% | 25% | 1% | -3% | -3% | 6% | -2% | -3% | -5%
O=C(NCc1ccc(OC(F)(F)F)cc1)C1CC(c2ccccc2C(F)(F)F)=NO1 (configuration not stated)
→ 1% | -16% | 5% | -5% | -9% | -14% | 1% | 12% | -5% | -4% | -3%
CC(C)CCNC(=O)CN(Cc1ccccc1)C(=O)CCC(=O)Nc1nccs1
→ 39% | -37% | -2% | -3% | 1% | -2% | 1% | -1% | -1% | -1% | 3%
COc1ccc(CNC(=O)C2CCN(C(=O)[C@@H](CC(C)C)NC(=O)OC(C)(C)C)CC2)cc1
→ 15% | . | 0% | 2% | -14% | . | 4% | 15% | 1% | -6% | -12%
CCCCCC(=O)Nc1ccc(N2CCN(S(C)(=O)=O)CC2)cc1
→ 4% | -4% | -10% | 2% | -2% | . | -2% | 6% | 0% | -4% | -5%
C/C(=N\NC(=O)CN(c1ccccc1Br)S(C)(=O)=O)c1cccs1
→ -11% | -8% | -2% | -7% | 1% | 5% | 3% | -16% | -4% | -9% | -1%
COC(=O)C1=C(C)OC(N)=C(C#N)C1c1ccccc1 (configuration not stated)
→ -8% | -4% | 11% | 0% | -1% | -1% | 2% | -12% | 11% | 1% | 0%
CC(=O)Nc1ccc(OS(=O)(=O)c2ccc([N+](=O)[O-])cc2)cc1
→ 8% | -10% | 4% | -6% | 1% | ? | 6% | -18% | 2% | 18% | ?
CCc1nnc(NC(=O)Cc2ccc(S(=O)(=O)N3CCCCC3)cc2)s1
→ . | 0% | 6% | 1% | . | ? | 3% | . | 0% | 0% | .
Cc1cc(Cl)cc(Cl)c1CNc1c([N+](=O)[O-])c(=O)oc2ccccc12
→ 24% | 3% | 1% | 0% | -12% | 0% | 9% | 2% | 2% | -3% | -3%
Cc1ccc(OCC(=O)NS(=O)(=O)c2ccc(Cl)cc2)cc1
→ 13% | -24% | 1% | 8% | -7% | -3% | 1% | -1% | 1% | -7% | -3%
O=C(c1ccc(F)cc1)N1CCC(N2CCCCCC2)CC1
→ 20% | -4% | 0% | 0% | -5% | -3% | 2% | -3% | 1% | -14% | -15%
Cc1cc2[nH]c(=O)c(=O)[nH]c2cc1S(=O)(=O)Nc1cccc(F)c1
→ -4% | -23% | -8% | -1% | -2% | 8% | 3% | 10% | -2% | -2% | -4%
O=C1Nc2ccccc2C(O)(C(=O)NCc2ccc3c(c2)OCO3)N1c1ccc(Cl)c(Cl)c1 (configuration not stated)
→ -2% | 1% | 3% | 1% | -1% | 1% | -7% | 26% | 1% | -7% | 2%
O=C(O)C1(P(=O)(c2ccc(Cl)cc2)c2ccc(Cl)cc2)CC1
→ 1% | -1% | -4% | 0% | 3% | -1% | 0% | -5% | -1% | -6% | -5%
CC(C)C(=O)Nc1nc(-c2ccc3c(c2)CCN3C(=O)C2CC2)cs1
→ 14% | 65% | 12% | 4% | 16% | 6% | 15µM* | 3% | ? | ? | 1%
Cc1ccc(C(=O)NCc2ccco2)c(C)c1
→ ? | 37% | . | 11% | 11% | -5% | -15% | 0% | 15% | 10% | -1%
CCCn1c2ccccc2c2cnn(CC(=O)NCCN(CC)CC)c(=O)c21
→ 27% | -15% | -6% | 2% | 3% | -11% | 0%&5% | 7% | 1% | -2% | -12%
NC(=S)n1[nH]c(-c2ccc([N+](=O)[O-])cc2)c(N=Nc2ccccc2[N+](=O)[O-])c1=O
→ ? | -7% | ? | 1% | -13% | -4% | -12% | 0% | 1% | -3% | 7%
CC(=O)Nc1ccc(C(=O)CSc2nnnn2C)cc1
→ -2% | 44% | 3% | 1% | 1% | -2% | -4% | -5% | 0% | -2% | -3%
O=C(N/N=C/c1cn(-c2ccccc2)nc1-c1cccs1)c1ccncc1
→ 1.3µM* | -25% | 14% | -2% | 2.2µM* | -7% | 11µM* | -4% | 0% | -2% | 11%
O=C(CC12CC3CC(CC(C3)C1)C2)NC(=S)Nc1ccc(CN2CCOCC2)cc1
→ 1.6µM* | -20% | 5% | -1% | 10µM* | -10% | -2% | -4% | -14% | -3% | -4%
Cc1ccc(CCNC(=O)CCS(=O)(=O)c2ccc3nc(C)sc3c2)cc1
→ 0% | 0% | . | -4% | 9% | -4% | 4% | . | -7% | 6% | -3%
O=C(N1CCCCC1)C1(c2ccccc2)CCOCC1
→ 11% | -8% | 3% | 0% | -3% | 8% | 6% | 1% | 5% | -4% | -8%
CCn1nc(C)cc1C(=O)N1CCCC(C(=O)c2ccc(OC)cc2C)C1 (configuration not stated)
→ -2% | -2% | -2% | -6% | 6% | -13% | 1% | -5% | -2% | -1% | -1%
Cc1sc2ncnc(N3CCN(S(=O)(=O)c4ccccc4)CC3)c2c1C
→ . | -34% | 0% | -6% | . | -3% | 6% | . | -8% | -21% | .

Following part:
Fields: RORg inh | BRCA1 expr up | p53 reactivator | ELG1 genotoxic | Gal4-VP16 FLuc | uPA generation | FLuc counter | MLL CXXC-DNA inh | NPC1 prom act | Rab9 prom act | MBNL1-CUG inh
O=C(CSc1cn(CCNC(=O)c2ccccc2)c2ccccc12)NCC1CCCO1 (configuration not stated)
→ -9% | 10% | 1% | -10% | -1% | -3% | 1% | -1% | -1% | -1% | -9%
Cc1ccccc1NC(NC(=O)c1cccnc1)C(Cl)(Cl)Cl (configuration not stated)
→ 11% | -19% | 8% | -3% | -4% | -3% | 0% | 11% | -6% | -4% | -1%
COc1ccc(OC)c(CNC(=O)C2CCCN(c3nc4ccccc4o3)C2)c1 (configuration not stated)
→ -1% | -52% | -4% | -2% | -7% | . | -6% | -12% | 6% | -11% | -8%
Cc1ccccc1N1CC(c2nc3ccccc3[nH]2)CC1=O (configuration not stated)
→ -5% | 4% | -8% | -5% | 7% | 7% | 0% | 7% | -2% | 0% | 4%
CC(C)[C@H](NC(=O)CCCn1nnc2ccccc2c1=O)C(=O)O
→ 10% | -5% | 4% | 0% | 5% | 1% | 0% | -16% | -7% | -1% | -1%
COc1ccc(N2CCN(C(=O)c3oc4ccccc4c3NC(=O)CCc3cc(OC)no3)CC2)cc1
→ 0% | -4% | -7% | -4% | 1% | -8% | -1% | 6% | 2% | -4% | -4%

Quoted from the listing.
COc1ccc(CNC(=O)C2CCN(C(=O)[C@@H](CC(C)C)NC(=O)OC(C)(C)C)CC2)cc1 | p53 reactivator: 0%
Cc1cc(Cl)cc(Cl)c1CNc1c([N+](=O)[O-])c(=O)oc2ccccc12 | Rab9 prom act: -3%
COc1ccc(SC[C@H](C)CN2CC[C@H](C(C)(C)C)CCC2=O)cc1 | Rab9 prom act: -3%

Rewritten comma-delimited: 2 of the compounds above
smiles,RORg inh,BRCA1 expr up,p53 reactivator,ELG1 genotoxic,Gal4-VP16 FLuc,uPA generation,FLuc counter,MLL CXXC-DNA inh,NPC1 prom act,Rab9 prom act,MBNL1-CUG inh
COc1ccc(OC)c(CNC(=O)C2CCCN(c3nc4ccccc4o3)C2)c1 (configuration not stated),-1%,-52%,-4%,-2%,-7%,.,-6%,-12%,6%,-11%,-8%
Cc1ccccc1N1CC(c2nc3ccccc3[nH]2)CC1=O (configuration not stated),-5%,4%,-8%,-5%,7%,7%,0%,7%,-2%,0%,4%

A portion of the library (hit frequency here may not be typical).
